# Source: PubChem (several laboratories)
# VHR inh abs = VHR1 phosphatase inhibitors, primary screen, biochemical, absorbance, uHTS | inhibition, % at 13.3 µM | recombinant VHR phosphatase, pNPP absorbance | hit rate 0.52% among 290,000; in the data active = inhibition above about 50%; also: some compounds called inactive have numbers as strong as hits
# Target sequence (P51452 whole entry, looked up): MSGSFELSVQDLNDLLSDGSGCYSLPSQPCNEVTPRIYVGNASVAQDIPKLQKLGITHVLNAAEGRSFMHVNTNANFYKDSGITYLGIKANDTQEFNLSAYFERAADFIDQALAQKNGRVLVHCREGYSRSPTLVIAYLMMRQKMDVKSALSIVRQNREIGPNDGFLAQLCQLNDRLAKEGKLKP
# Vc quorum ag = inducers of Vibrio cholerae quorum light production without autoinducers, primary screen, BH1578 luxS cqsA deficient, single point. V. cholerae BH1578 lux reporter, luminescence, 6 h. hit rate 0.16% among 350,000. activation, % at 18.7 µM; in the data active = activation mostly above about 9.7%, no sharp cut-off; also: not every result past the cut was called active; inactives centre near 0; reference of the scale not given here
# Mtb UGM inh = M. tuberculosis UGM enzyme inhibitors, primary screen, biochemical, fluorescence polarization, single point; purified UGM, fluorescence polarization probe displacement; inhibition, % at 10 µM; hit rate 0.06% among 320,000; AID 504406, 2011; in the data active = inhibition above about 10%, passing the limit was not always enough
# Target sequence (P9WIQ1 whole entry, looked up): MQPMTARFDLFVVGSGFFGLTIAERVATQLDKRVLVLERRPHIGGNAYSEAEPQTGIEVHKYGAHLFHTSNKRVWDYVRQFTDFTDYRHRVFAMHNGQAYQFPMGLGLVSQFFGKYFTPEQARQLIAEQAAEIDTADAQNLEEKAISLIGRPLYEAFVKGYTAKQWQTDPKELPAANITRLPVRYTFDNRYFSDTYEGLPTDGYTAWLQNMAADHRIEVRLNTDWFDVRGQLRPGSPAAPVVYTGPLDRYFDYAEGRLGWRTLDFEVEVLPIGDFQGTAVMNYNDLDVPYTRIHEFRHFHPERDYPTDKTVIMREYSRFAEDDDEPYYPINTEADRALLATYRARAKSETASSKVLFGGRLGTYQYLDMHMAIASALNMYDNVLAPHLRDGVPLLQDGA
# BioA inh = M. tuberculosis BioA enzyme inhibitors, primary screen, biochemical, plate reader, single point, HTS | 7,8-diaminopelargonic acid synthase BioA (Mycobacterium tuberculosis) | purified M. tuberculosis BioA enzyme | inhibition, % at 9.99 µM | hit rate 0.096% among 360,000 | AID 602481, 2012; in the data active = inhibition above about 40%
# SARS 3CLpro inh = SARS-CoV 3CLpro protease inhibitors, primary screen, biochemical, quenched FRET; Replicase polyprotein 1ab (Severe acute respiratory syndrome coronavirus), P0C6X7; recombinant SARS-CoV 3CLpro, quenched FRET peptide cleavage; inhibition, % at 6 µM; hit rate 0.14% among 290,000; in the data active = inhibition above about 12%
# SSB-PriA inh = inhibitors of Klebsiella pneumoniae PriA binding to SSB C-terminal tail, primary screen, biochemical, AlphaScreen. hit rate 0.6% among 430,000. PriA–SSB C-terminal tail interaction (Klebsiella pneumoniae). inhibition, % at 33 µM. AlphaScreen SSBct-PriA binding, biotinylated peptide. AID 1272365, 2023; in the data active = inhibition mostly above about 37%, no sharp cut-off; inactive = mostly below about 20%;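 also: plate controls were negative control peptide for no effect and reference peptide for full effect; strong numbers were not always called active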
# Mtb FBA inh = Mtb FBA enzyme inhibitors, primary screen, biochemical, fluorescence, strain H37Rv; purified M. tuberculosis FBA, fluorescence read-out; inhibition, % at 1 µM; hit rate 2.3% among 360,000; in the data active = inhibition above about 27%;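 also: 0% = vehicle and 100% = reference inhibitor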
# Target sequence (P9WQA3 whole entry, looked up): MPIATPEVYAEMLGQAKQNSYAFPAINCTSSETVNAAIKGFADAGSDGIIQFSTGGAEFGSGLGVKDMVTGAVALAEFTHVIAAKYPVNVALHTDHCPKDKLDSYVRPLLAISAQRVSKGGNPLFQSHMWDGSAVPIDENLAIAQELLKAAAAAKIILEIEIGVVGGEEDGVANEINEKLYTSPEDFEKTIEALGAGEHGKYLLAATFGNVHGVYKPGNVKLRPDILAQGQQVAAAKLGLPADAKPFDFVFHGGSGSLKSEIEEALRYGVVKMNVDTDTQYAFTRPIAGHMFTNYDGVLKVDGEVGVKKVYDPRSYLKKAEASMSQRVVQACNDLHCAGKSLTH
# MazF activator = activators of E. coli MazEF toxin-antitoxin RNase, primary screen, biochemical, fluorescence, uHTS; activation, % at 20 µM; AID 504720, 2011; FAM/BHQ RNA-DNA oligo cleavage fluorescence, 5 h; hit rate 0.32% among 350,000; Endoribonuclease toxin MazF (Escherichia coli (strain K12)), P0AE70; in the data active = activation above about 50%
# Target sequence (P0AE70 whole entry, looked up): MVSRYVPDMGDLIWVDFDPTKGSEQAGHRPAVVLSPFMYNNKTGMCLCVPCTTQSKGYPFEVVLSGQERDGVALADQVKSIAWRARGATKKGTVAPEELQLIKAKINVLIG
# Rv3671c protease = Rv3671c serine protease inhibitors, primary screen, biochemical, fluorescence polarization, M. tuberculosis H37Rv; AID 2606, 2010; hit rate 0.048% among 320,000; inhibition, % at 5.96 µM; in the data active = inhibition above about 38%;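 also: extracellular domain of Rv3671c used as enzyme; 0% = enzyme with DMSO and 100% = no enzyme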
# GDH-TPI inh = GDH-TPI coupling enzyme inhibitors, primary screen, artefact control for M. tuberculosis FBA inhibitor project, biochemical, absorbance, full deck. GDH-TPI coupled enzyme counterscreen, NADH absorbance. hit rate 1.2% among 360,000. inhibition, % at 4.8 µM; in the data active = inhibition above about 30%;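 also: 0% = DMSO wells and 100% = wells lacking the enzyme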
# Starred values were filed as active, the others as inactive; i = inactive; . = no result given.
SMILES,VHR inh abs,Vc quorum ag,Mtb UGM inh,BioA inh,SARS 3CLpro inh,SSB-PriA inh,Mtb FBA inh,MazF activator,Rv3671c protease,GDH-TPI inh
CC1=C(C(=O)N(C)C)CC(CC(=O)NC(c2ccccc2)c2ccccc2)C(=O)N1CCC1=CCCCC1 (centres undefined),.,-0.4,.,-3.1,.,.,1.1,7.7,.,3.8
COc1cccc(-c2csc(N3CCN(C(=O)Nc4ccccc4Cl)CC3)n2)c1,15.1,-0.3,0.6,.,-1.8,-5.3,5.5,9.5,0.5,6.4
Cn1c(=O)c2c(SCC(=O)N3CCN(c4ccccc4)CC3)nc(C3CC3)nc2n(C)c1=O,12.0,-0.3,3.1,-1.0,-1.6,-16.7,2.4,6.8,-5.7,3.3
CN(C)S(=O)(=O)c1cccc(NC(=O)COC(=O)/C=C/c2ccc3c(c2)OCO3)c1,24.2,-0.5,.,.,2.2,-7.4,7.2,-3.8,-4.2,12.6
COc1ccc(NC(=O)c2onc(C)c2Cl)cc1,4.8,i,-1.5,0.6,-1.3,-4.2,1.8,-30.1,-0.4,13.0
O=C(/C=C/c1ccccc1)NNC1=NS(=O)(=O)c2ccccc21,25.2,-0.4,-0.4,.,2.7,-5.7,-0.1,2.9,4.8,24.4
CS(=O)(=O)c1ccc(Cl)c(NC(=O)COC(=O)c2ccc(F)cc2Cl)c1,12.9,i,1.3,-2.4,6.7,-0.8,-1.1,-14.6,0.9,4.4
Cc1c(NC(=O)C2CCCCN2S(=O)(=O)c2ccc(Cl)cc2)c(=O)n(-c2ccccc2)n1C (centres undefined),2.4,-0.2,-0.7,-0.1,-10.0,-13.4,-0.6,2.3,4.3,4.7
CC(C)OCCCNc1ncc2c(n1)CC(c1cccs1)CC2=O (centres undefined),17.4,-2.5,-1.0,.,1.6,1.0,9.4,-3.2,1.2,0.9
O=C1OCCN1C(=O)[C@H]1[C@H](c2ccc(F)cc2)C(c2cccc(Cl)c2)=NN1c1ccccc1,.,2.1,.,-3.3,.,-18.8,26.4,-8.8,.,4.5
CCC(C)(C)NC(=O)C(c1ccc(F)cc1)N(Cc1ccco1)C(=O)CCC(=O)Nc1ccccn1 (centres undefined),18.7,i,0.6,0.6,2.2,-5.7,4.5,5.5,-2.8,15.4
Cc1cccc(C)c1N1C(=O)c2cccc([N+](=O)[O-])c2C1=O,10.5,i,-0.3,.,2.2,10.7,-1.6,-2.1,6.1,-4.5
COc1ccc(C(C(=O)NCC2CCCO2)N(C(=O)Cn2nnc3ccccc32)c2ccccc2C(C)=O)cc1OC (centres undefined),21.1,-0.5,-1.8,-0.7,8.1,-2.0,-1.3,7.4,-6.4,-10.3
CN(C)CCNc1ncnc2c1ncn2[C@H]1CN(Cc2ccc(Cl)cc2)C[C@@H](CO)O1,.,i,.,-0.7,.,.,0.4,.,.,-5.3
O=C(c1ccco1)N(Cc1ccc(Cl)cc1)Cc1ccco1,-24.2,-0.6,1.5,1.1,-1.2,10.6,-2.5,-5.8,0.1,2.7
CCN1/C(=C2/SC(=S)N(NC(C)=O)C2=O)Sc2ccc(OC)cc21,0.1,-0.3,2.7,-3.6,-1.5,-2.6,-18.2,14.9,5.2,-0.5
CCN(/C=N/c1sc2c(c1C#N)CC(C)(C)NC2(C)C)CC,10.4,-2.0,-2.3,-0.6,5.5,.,2.1,-7.2,-0.9,29.6
CC(=O)c1ccc(NC(=O)CN2c3cccc4cccc(c34)S2(=O)=O)cc1,.,-1.0,1.4,.,.,1.1,12.6,-12.1,-13.5,16.1
O=C(CSc1nc2ccccc2o1)NCCOc1ccccc1,28.7,1.0,6.3,0.4,-2.2,-8.8,2.4,-9.9,4.4,-7.9
O=C(O)CSc1nc(-c2cccs2)cc(C(F)(F)F)n1,13.9,0.3,1.6,.,0.6,-7.2,-1.2,7.6,4.1,10.1
COCCNc1c(-c2cc3ccc(C)c(C)c3[nH]c2=O)nc2ccccn12,29.3,-0.5,-0.6,.,2.8,7.1,-0.6,4.7,-1.5,16.6
CCN(CCNS(=O)(=O)c1ccc2[nH]c(=O)sc2c1)c1ccccc1,15.1,-0.6,-2.4,0.8,-1.0,15.7,4.7,1.9,2.4,9.3
COC(=O)c1sccc1S(=O)(=O)NCc1ccc(S(N)(=O)=O)cc1,6.2,-3.6,-0.6,0.4,4.8,-3.7,4.2,0.3,-2.2,-7.7
Cc1cc(C)n2c(SCC(=O)N(C)C3CCCCC3)nnc2n1,26.4,-0.4,0.8,.,-2.0,-1.3,5.3,4.1,10.1,-3.3
CC1([N+](=O)[O-])COP(=O)(Nc2ccc(F)cc2)OC1 (centres undefined),.,-2.0,.,.,.,-1.3,-3.4,3.4,.,3.2
CN=C1SC(CC(=O)Nc2ccc(F)cc2F)C(=O)N1/N=C(\C)c1cccc(OCC(=O)O)c1 (centres undefined),3.5,-0.8,1.1,-0.5,-3.1,.,-2.2,6.7,3.5,16.9
S=c1nc2ccccc2c2nc(-c3cccnc3)[nH]n12,28.5,-1.3,1.0,-2.0,0.6,2.5,-2.5,3.5,-3.0,6.2
COc1cc(C(O)c2nc(-c3ccc(F)c(Cl)c3)cs2)ccc1F (centres undefined),.,i,.,1.1,.,.,-2.2,.,.,-8.0
COc1ccc(CN(C)C(C)C(=O)Nc2ccc(S(=O)(=O)N3CCCC3)cc2)c(OC)c1OC (centres undefined),-10.0,.,-0.1,.,2.9,.,.,.,-1.6,.
CCOc1cc(CNC(CC)CO)ccc1OCC(=O)Nc1cccc(C(F)(F)F)c1 (centres undefined),17.5,0.6,2.8,.,-1.2,-25.3,0.2,0.6,2.8,-4.1

# Three entries from above in a different format:
# Fields – VHR inh abs | Vc quorum ag | Mtb UGM inh | BioA inh | SARS 3CLpro inh | SSB-PriA inh | Mtb FBA inh | MazF activator | Rv3671c protease | GDH-TPI inh
COC(=O)c1sccc1S(=O)(=O)NCc1ccc(S(N)(=O)=O)cc1
→ 6.2 | -3.6 | -0.6 | 0.4 | 4.8 | -3.7 | 4.2 | 0.3 | -2.2 | -7.7
Cc1cc(C)n2c(SCC(=O)N(C)C3CCCCC3)nnc2n1
→ 26.4 | -0.4 | 0.8 | . | -2.0 | -1.3 | 5.3 | 4.1 | 10.1 | -3.3
CC1([N+](=O)[O-])COP(=O)(Nc2ccc(F)cc2)OC1 (centres undefined)
→ . | -2.0 | . | . | . | -1.3 | -3.4 | 3.4 | . | 3.2

# More results.
SMILES,VHR inh abs,Vc quorum ag,Mtb UGM inh,BioA inh,SARS 3CLpro inh,SSB-PriA inh,Mtb FBA inh,MazF activator,Rv3671c protease,GDH-TPI inh
CC1C(=O)Nc2ccccc2N1C(=O)c1c(F)cccc1F (centres undefined),-5.3,i,-2.2,-1.1,2.1,-3.8,-1.9,-0.6,2.4,-1.4
N#Cc1ccc(S(=O)(=O)N2CCCN(c3ccc(C(F)(F)F)cn3)CC2)cc1,27.7,0.8,-0.6,-0.2,-0.2,-12.8,2.6,1.5,5.5,2.2
Cc1nc(Nc2nc3ccccc3o2)nc(C)c1C,15.2,i,-3.4,.,4.2,-11.8,3.0,-36.4,9.0,2.1
Cc1ccc(N=C2NC(=O)/C(=C/C=C/c3ccco3)S2)cc1C,-1.6,4.9,3.0,-1.6,-1.8,-9.5,-4.9,8.6,-0.3,9.9
Cc1ccc(S(=O)(=O)CCc2nnc(N)s2)cc1,27.6,-1.3,-4.6,2.2,-8.5,-14.5,0.9,1.4,-2.5,13.4
Cc1ccc(S(=O)(=O)N2CCCC(C(=O)NCCC(C)C)C2)cc1 (centres undefined),-3.9,-0.5,2.5,.,-1.0,3.7,-4.5,3.8,4.1,4.9
O=C(CN1CCCC1)Nc1cc(F)ccc1F,-10.0,-0.3,1.2,.,-1.1,-0.7,2.5,5.0,-9.6,-8.1
O=C1NC(Cc2ccc(O)cc2)c2nc3ccc(F)cc3c(=O)n2-c2cc3ccccc3cc21 (centres undefined),.,-0.5,.,0.1,.,.,-2.9,-15.7,.,2.4
COc1cccc(CC(=O)Nc2ccc(F)c(S(=O)(=O)N3CCOCC3)c2)c1,.,-1.3,.,-1.3,.,-2.9,-0.1,-12.1,.,4.5
COc1ccc(Cl)c(-c2cc(C(=O)Nc3ccc(F)cc3)[nH]n2)c1,.,-0.2,.,-0.3,.,.,2.6,.,.,2.7
O=C(O)c1ccc(S(=O)(=O)N2CCCc3ccccc32)cc1,-11.9,i,0.0,.,3.6,-3.8,-1.3,4.5,-8.1,0.0
Cc1ccccc1OCC(=O)NCCN1CCCC1,17.9,i,0.4,-0.2,-2.9,-17.5,-9.2,3.9,1.7,-11.5
CCOc1ccccc1Nc1nc(-c2sc(NC(=O)c3cccc(Cl)c3)nc2C)cs1,10.4,-0.3,-1.0,-0.2,3.0,11.9,-1.0,0.7,-3.0,8.3
COc1ccc(S(=O)(=O)N2CCC(C(=O)N3CCCCC3)CC2)cc1Cl,28.3,-13.8,-0.2,6.5,-0.2,-12.2,3.0,-3.8,2.5,1.9
CCC(C)NS(=O)(=O)c1ccc(OCC(=O)Nc2ccc3c(c2)OCO3)cc1 (centres undefined),7.6,-0.4,0.6,0.0,0.8,3.4,-2.3,2.1,3.4,-8.5
CC(NC(=O)c1cccc(Br)c1)c1ccccc1 (centres undefined),9.5,-0.4,3.6,1.3,-1.5,-11.2,0.3,4.3,1.4,3.5
COc1ccc(C(=O)Nc2ccccc2C(=O)Nc2ccccn2)cc1,16.0,-0.2,5.2,-0.4,-4.5,-7.7,2.6,5.3,-5.5,-3.5
C/C(CCS(=O)(=O)c1ccccc1)=N/O,-6.0,-0.4,-6.6,.,-6.6,.,0.3,-2.5,7.4,6.0
CCN1Cc2c(cc(OC)c(OC)c2OC)-c2ccccc2S1(=O)=O,.,i,.,-1.5,.,-2.0,2.7,-0.8,.,7.5
O=C(CCN1C(=O)C2C3C=CC(C4CC34)C2C1=O)OCC(=O)c1ccccc1 (centres undefined),9.7,0.0,0.0,-0.3,3.3,-2.9,-0.9,5.3,7.2,7.7
COc1ccc(S(=O)(=O)N2CCCCCC2)cc1C(=O)NCc1cccs1,.,i,-4.7,-0.4,.,-3.5,4.7,-1.4,-0.5,0.0
CCCCN1C(=O)C(CC(=O)NCCN2CCOCC2)CC(C(=O)N(C(C)C)C(C)C)=C1C (centres undefined),.,-0.7,.,0.8,.,.,0.2,-12.7,.,5.2
CCC(C(=O)N1CCC(N2CCCCC2)CC1)n1nc(C)c2sc3ccccc3c2c1=O (centres undefined),22.4,-1.7,4.6,-0.2,-1.5,-16.5,6.7,11.4,9.7,6.8
O=S(Cc1ccc(Cl)cc1)c1ncc(CO)n1Cc1ccccc1 (centres undefined),13.6,i,-0.3,.,4.6,1.0,-0.7,-5.5,-3.5,-0.6

# Five compounds from above, sorted by formula weight, smallest number first:
SMILES,VHR inh abs,Vc quorum ag,Mtb UGM inh,BioA inh,SARS 3CLpro inh,SSB-PriA inh,Mtb FBA inh,MazF activator,Rv3671c protease,GDH-TPI inh
COc1ccc(C(=O)Nc2ccccc2C(=O)Nc2ccccn2)cc1,16.0,-0.2,5.2,-0.4,-4.5,-7.7,2.6,5.3,-5.5,-3.5
O=S(Cc1ccc(Cl)cc1)c1ncc(CO)n1Cc1ccccc1 (centres undefined),13.6,i,-0.3,.,4.6,1.0,-0.7,-5.5,-3.5,-0.6
CCN1Cc2c(cc(OC)c(OC)c2OC)-c2ccccc2S1(=O)=O,.,i,.,-1.5,.,-2.0,2.7,-0.8,.,7.5
COc1ccc(S(=O)(=O)N2CCCCCC2)cc1C(=O)NCc1cccs1,.,i,-4.7,-0.4,.,-3.5,4.7,-1.4,-0.5,0.0
CCC(C(=O)N1CCC(N2CCCCC2)CC1)n1nc(C)c2sc3ccccc3c2c1=O (centres undefined),22.4,-1.7,4.6,-0.2,-1.5,-16.5,6.7,11.4,9.7,6.8

# These rows are one share of the data (hit frequency here may not be typical).
